CD11b adhes enh: enhancers of CD11b/CD18 adhesion to fibrinogen, primary screen, K562 cells, luminescence | AID 1499, 2009 | hit rate 0.07% among 93,000 | Integrin beta-2 (Homo sapiens) + Integrin alpha-M (Homo sapiens), P05107+P11215 | ATPlite luminescence | activation, % at 10 µM;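 active means 10 µM primary screen giving 50% or more activity, confirmed by 40% or more on retest at that dose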; further: strong numbers were not always called active; reference of the scale not given here
Target sequence (P05107 whole entry, looked up, other chains not shown): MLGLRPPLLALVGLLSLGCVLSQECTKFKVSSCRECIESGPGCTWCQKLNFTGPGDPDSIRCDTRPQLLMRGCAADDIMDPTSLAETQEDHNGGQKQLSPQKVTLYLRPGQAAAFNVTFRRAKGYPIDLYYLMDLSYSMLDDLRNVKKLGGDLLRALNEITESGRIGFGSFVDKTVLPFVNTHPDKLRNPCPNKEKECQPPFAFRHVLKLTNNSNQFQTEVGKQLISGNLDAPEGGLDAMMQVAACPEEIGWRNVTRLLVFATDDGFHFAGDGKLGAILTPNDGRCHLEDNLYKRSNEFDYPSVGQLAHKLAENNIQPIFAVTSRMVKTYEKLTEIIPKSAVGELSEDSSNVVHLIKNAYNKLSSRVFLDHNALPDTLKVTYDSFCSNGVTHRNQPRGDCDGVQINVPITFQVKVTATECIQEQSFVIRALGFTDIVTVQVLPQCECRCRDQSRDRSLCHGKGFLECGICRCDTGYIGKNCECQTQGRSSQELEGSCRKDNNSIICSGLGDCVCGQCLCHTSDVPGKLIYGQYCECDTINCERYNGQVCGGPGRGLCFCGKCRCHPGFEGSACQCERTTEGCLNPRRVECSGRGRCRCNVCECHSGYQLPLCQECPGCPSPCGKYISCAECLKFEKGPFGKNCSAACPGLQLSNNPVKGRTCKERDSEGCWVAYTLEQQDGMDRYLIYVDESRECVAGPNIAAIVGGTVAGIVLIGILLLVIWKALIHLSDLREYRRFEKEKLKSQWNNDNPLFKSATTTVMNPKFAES
ERa SRC1 pot: enhancers of ERα–SRC-1 coactivator binding, primary screen, biochemical, TR-FRET, ERα LBD, low estradiol; TR-FRET ERalpha-LBD/SRC-Cy5 coactivator binding, 2 h; 100 = basal binding, no effect; hit rate 1.3% among 86,000; coactivator binding (% of control), % at 25.6 µM; in the data active means activity above about 200%;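 further: binding measured in presence of low estradiol as agonist stimulus; 0% = peptide alone without receptor and 100% = receptor with peptide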
FAK blocker: FAK kinase inhibitors, primary screen, biochemical. Focal adhesion kinase 1 (Homo sapiens), Q05397. biochemical FAK kinase activity assay. inhibition, %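 (tested at 7 µM)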. hit rate 0.84% among 97,000. AID 727, 2007; in the data active means inhibition above about 19%;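 further: 0% = DMSO and 100% = reference compound high control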
E coli WT exp: growth inhibitors of wild-type E. coli, primary screen, strain BW25113, expanded library, OD600. growth inhibition, % at 100 µM. hit rate 0.15% among 98,000. AID 710, 2007. OD600 absorbance;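 active means growth inhibition above about 50% at one test dose, limit read from the data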;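 further: growth measured after 20 h incubation at 37 °C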
PLAP act: PLAP enzyme activators, biochemical, luminescence, HTS. Alkaline phosphatase, placental type (Homo sapiens), P05187. purified PLAP enzyme, luminescent substrate read-out; stronger effect = higher value. activation fold at 20 µM. hit rate 1.2% among 96,000. AID 696, 2007; in the data active means activation fold above about 2
MT1-MMP txn act: MT1-MMP promoter reporter activation – cell-based, luciferase luminescence, primary screen | hit rate 0.16% among 86,000 | activation factor at 10 µM | HT1080 MT1-MMP promoter luciferase reporter, overnight; stronger effect = higher value;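 active means activation factor of at least 2 for MT1-MMP transcription at 10 µM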
Mac1 fbg inh: inhibitors of CD11b/CD18 adhesion to fibrinogen, primary screen, K562 cells, luminescence; inhibition, % at 10 µM; Integrin beta-2 (Homo sapiens) + Integrin alpha-M (Homo sapiens), P05107+P11215; hit rate 0.54% among 93,000; ATPlite luminescence; Mn2+ added to activate the integrin;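 active means primary inhibition of 50% or more at 10 µM, then 40% or more on retest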; further: some results filed as inactive read as strong as hits
ERb coact inh: inhibitors of ERβ-SRC1 coactivator interaction, primary screen, biochemical, TR-FRET, ERβ LBD, SRC-1 peptide; TR-FRET ER-beta LBD / SRC1-Cy5 peptide binding; receptor agonist-loaded with 1 µM estradiol; hit rate 1.3% among 86,000; inhibition, % at 25.6 µM; AID 633, 2007; Estrogen receptor beta (Homo sapiens), Q92731;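 active means compounds whose percent inhibition of the receptor-coactivator binding signal exceeds about 50% in the single-dose screen, limit read from the data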;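 further: 0% = receptor plus peptide wells without compound and 100% = peptide-only wells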
ERa coact inh: ERα–SRC-1 coactivator interaction inhibitors, primary screen, biochemical, TR-FRET, ERα LBD, estradiol-bound. inhibition, % at 25.6 µM. TR-FRET ER-alpha LBD / SRC-1 peptide. hit rate 1.7% among 86,000. Estrogen receptor (Homo sapiens), P03372; in the data active means inhibition above about 50%;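 further: 0% = receptor plus peptide control and 100% = peptide only without receptor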
Starred values were filed as active, the others as inactive; nt = not tested or not shown; [ ] = another dose, or the depositor's remark.

SMILES	CD11b adhes enh	ERa SRC1 pot	FAK blocker	E coli WT exp	PLAP act	MT1-MMP txn act	Mac1 fbg inh	ERb coact inh	ERa coact inh
CS(=O)(=O)Nc1ccc2c(c1)C(=O)OC2	-2	115	1	5	0.9	1.1	-15	7	0
Cc1ccc(NC(=O)CC(C)N2CCCC2)cc1 (stereo unspecified)	0	107	-2	3	0.9	1.1	2	-21	-2
COc1ccc2nc(C(F)(F)C(F)(F)F)c(C#N)c(N)c2c1	-3	86	2	4	1	1.1	-39	5	2
N#CC1=C(N)Oc2n[nH]c(-c3ccccc3)c2C1c1ccsc1 (stereo unspecified)	nt	84	0	nt	nt	1.1	nt	39	28
CCCn1c(SCC(=O)NCCc2ccccc2)nnc1-c1ccccn1	nt	111	0	0	1.1	0.9	nt	14	-3
CCOC(=O)c1c(NC(=O)CSc2nnc(-c3cccnc3)o2)sc(C(C)=O)c1C	2	204*[fluorescence artefact?]	-1	-6	1.1	1.1	1	16[fluorescence artefact?]	20
Cc1ccc(OCC(=O)Nc2cccc(-c3nnc(-c4ccccc4)o3)c2)c(C)c1	nt	153	6	nt	nt	1.1	nt	11	22[fluorescence artefact?]
CCOC(=O)N1CCN(C(=O)c2ccc3c(=O)n(-c4ccc(OC)cc4OC)c(=S)[nH]c3c2)CC1	nt	150[fluorescence artefact?]	0	-9	1.2	1	nt	-11	-2
C=CCNC(=O)C1CC(=O)N(c2ccc(OCC(=O)Nc3ccc(Cl)c(C(F)(F)F)c3)cc2)C1 (stereo unspecified)	-5	173	2	-13	0.7	1.1	0	39[fluorescence artefact?]	47[fluorescence artefact?]
COc1cc(C(=O)Nc2ccccc2-c2nnn(CC(N)=O)n2)cc(OC)c1OC	-2	nt	2	-2	1	nt	2	nt	nt

Four compounds already listed, ordered by molecular weight, high to low.
SMILES	CD11b adhes enh	ERa SRC1 pot	FAK blocker	E coli WT exp	PLAP act	MT1-MMP txn act	Mac1 fbg inh	ERb coact inh	ERa coact inh
CCOC(=O)N1CCN(C(=O)c2ccc3c(=O)n(-c4ccc(OC)cc4OC)c(=S)[nH]c3c2)CC1	nt	150[fluorescence artefact?]	0	-9	1.2	1	nt	-11	-2
COc1cc(C(=O)Nc2ccccc2-c2nnn(CC(N)=O)n2)cc(OC)c1OC	-2	nt	2	-2	1	nt	2	nt	nt
Cc1ccc(NC(=O)CC(C)N2CCCC2)cc1 (stereo unspecified)	0	107	-2	3	0.9	1.1	2	-21	-2
CS(=O)(=O)Nc1ccc2c(c1)C(=O)OC2	-2	115	1	5	0.9	1.1	-15	7	0

The list continues:
SMILES	CD11b adhes enh	ERa SRC1 pot	FAK blocker	E coli WT exp	PLAP act	MT1-MMP txn act	Mac1 fbg inh	ERb coact inh	ERa coact inh
COCCOC(=O)C1=C(C)NC(=O)CC1c1cc2c(cc1Br)OCO2 (stereo unspecified)	-1	111	0	9	0.8	1	-17	1	-3
CCn1c(CNc2ccc(C)cc2C)nnc1SCC(=O)N1CCCc2ccccc21	7	91	2	-2	1.7	1.7	8	1	7
COc1ccccc1CNC(=O)c1ccc(S(=O)(=O)N(C)C)cc1	nt	nt	-2	3	1	1.1	nt	nt	nt
CCn1nc(NC(=O)c2ccccn2)c2cc3cc(C)ccc3nc21	-1	110[fluorescence artefact?]	1	23	1.8	1.2	-7	-6	-8
CC(C)CC(c1nnnn1Cc1ccco1)N1CCN(c2cccc(Cl)c2)CC1 (stereo unspecified)	5	98	4	-11	1.1	1.1	0	10	10
CC(=O)N1CC(=O)N(OCc2ccccc2)C1c1ccc(Cl)cc1Cl (stereo unspecified)	0	121	1	2	1.2	1	0	-8	2
CC(C)N(C(=O)Cn1cnc2c(cnn2-c2ccccc2Cl)c1=O)C(C)C	1	137	-4	-3	0.9	0.9	31	2	-11
CCOC(=O)c1c(NC(=O)Cc2cccs2)sc(C(=O)NC2CCCC2)c1C	-3	118	-2	3	0.9	1.1	-9	1[fluorescence artefact?]	0
O=C(CNC(=O)c1ccco1)OCc1ccc(Cl)cc1	2	133	0	6	1	1.1	-24	60*	1
CCC(C(=O)N1CCOCC1)n1c(C(=O)OC)cc2occc21 (stereo unspecified)	9	131	11	6	1.1	1.1	3	-1	7

Grouped by structure: the entries above containing a cyano group.
SMILES	CD11b adhes enh	ERa SRC1 pot	FAK blocker	E coli WT exp	PLAP act	MT1-MMP txn act	Mac1 fbg inh	ERb coact inh	ERa coact inh
COc1ccc2nc(C(F)(F)C(F)(F)F)c(C#N)c(N)c2c1	-3	86	2	4	1	1.1	-39	5	2
N#CC1=C(N)Oc2n[nH]c(-c3ccccc3)c2C1c1ccsc1 (stereo unspecified)	nt	84	0	nt	nt	1.1	nt	39	28

Remaining list, next part.
SMILES	CD11b adhes enh	ERa SRC1 pot	FAK blocker	E coli WT exp	PLAP act	MT1-MMP txn act	Mac1 fbg inh	ERb coact inh	ERa coact inh
CC(C)Cn1c(SCC(=O)N2CCN(S(=O)(=O)c3ccccc3)CC2)nc2ccccc21	1	86	-2	0	1.5	1.2	12	-1	18[fluorescence artefact?]
CC(C)OCCCNS(=O)(=O)c1ccc2c(c1)oc(=O)n2C	-2	107	-3	5	1	1	-12	7	8
CCN(CC(=O)NCCc1ccc(S(N)(=O)=O)cc1)Cc1nc2ccccc2c(=O)[nH]1	0	98	0	9	nt	1.2	3	-2	-24
N#Cc1c(SCc2ccccc2)nc(N2CCOCC2)c2c1CCCC2	2	115	2	-24	1	1	1	-3	-3[fluorescence artefact?]
CC(C)COC(=O)c1cc(-c2ccc(/C=N/n3cnnc3)o2)ccc1Cl	-3	98[fluorescence artefact?]	-2	13	1.1	1.2	-31	4	3[fluorescence artefact?]
COc1ccc(CCNC(=O)COC(=O)c2cnc(C)cn2)cc1OC	-6	116	4	-2	1	1.2	-3	9	-7
Cc1ccc(-n2c(C)nnc2SCC(=O)N2CCc3ccccc3C2)cc1C	-2	nt	2	4	1.5	nt	10	nt	nt
CCOC(=O)N1CCC(N(CCOC)C(=O)Nc2ccc(CC)cc2)CC1	-1	105	nt	-1	1.4	1.1	3	4[fluorescence artefact?]	11[fluorescence artefact?]
COc1ccc(N2C(=O)C3CCCN3C2c2cccc(F)c2)cc1Cl (stereo unspecified)	-3	127	-1	6	1.1	1.3	6	-4	-7
CCCNc1nc2c(c(=O)[nH]c(=O)n2C)n1Cc1ccc(F)cc1	-2	114	-4	5	0.9	1.1	-41	-10	-4
CN1C(=O)/C(=C\c2cc(N=Nc3ccccc3)ccc2O)SC1=S	-13	nt	0	-16	1.1	nt	44	nt	nt
CCC(NC(=O)NCc1cccnc1)(C(F)(F)F)C(F)(F)F	-4	122	2	-6	1	1.3	16	-6	-6
COc1ccc(C2=NOC(C(=O)NCc3ccccn3)C2)cc1OC (stereo unspecified)	-3	102	0	-6	0.9	1.1	-5	-6	-4
O=C(NNC(=O)C1CC(c2cccnc2)=NO1)Nc1cccc(F)c1 (stereo unspecified)	0	nt	-6	5	1.9	nt	-7	nt	nt
Cn1ccnc1SCC(=O)NC1CCCCC1	0	103	4	0	1	1.2	4	-2	0
CC(C(=O)Nc1ccc2c(c1)OCO2)N(c1ccc(Cl)cc1)S(C)(=O)=O (stereo unspecified)	-5	95	2	-5	1	1.2	2	7	1
Cc1ccc(C)c(S(=O)(=O)NCCOc2nc(NC(C)C)nc(NC(C)C)n2)c1	-3	104	0	5	1.7	1	-21	2	0
O=C(Nc1ccc(F)cc1)Nc1ccc(Cl)cn1	1	112	0	-1	0.9	1.5	9	10	2
COc1ccc(N2CC(C(=O)O)CC2=O)cc1 (stereo unspecified)	nt	107	-2	nt	nt	1.1	nt	71*	-23
Cc1cc(=O)n(C(NC(=O)c2ccccc2)C(=O)c2ccccc2)cn1 (stereo unspecified)	nt	95	2	nt	nt	1.3	nt	-11	-2
O=C(Nc1ccccc1C(F)(F)F)c1cc(S(=O)(=O)N2CCOCC2)ccc1F	nt	94	3	nt	nt	1.1	nt	-25	-17
CCN(CC)c1ccc2cc(C(=O)O)c(=O)oc2c1	3	121	-8	-2	0.9	1.3	18	-3	-37
CC1CCN(c2cc(=O)n(C3CCCCC3)c(=O)[nH]2)CC1	1	167	-5	-6	1	nt	6	8	6
Cc1ccc(S(=O)(=O)/N=C(/NC(=S)Nc2cccc(C)c2)c2ccccc2)cc1	-2	nt	-1	-3	1.2	nt	-8	nt	nt
CSC1CCCCC1(O)CSc1nc2c(cc1C#N)CCCC2 (stereo unspecified)	-2	87	0	-5	1	1.1	-8	-7	-4
N/C(Cc1ccc(Cl)c(Cl)c1)=N\OC(=O)c1cccs1	-1	nt	3	39	1	nt	2	nt	nt
CCCOC(=O)CC1C(=O)NCCN1Cc1ccccc1C (stereo unspecified)	nt	113	-2	nt	nt	1.1	nt	-9	-2
C=CCn1c(=S)[nH]c2ccccc2c1=O	nt	116[fluorescence artefact?]	-1	2	nt	0.9	nt	-1	5
CCCN(CCC)S(=O)(=O)c1ccc(C(=O)Nc2ccc(OCC(=O)N3CCOCC3)cc2)cc1	1	108	-1	-7	1.7	1.4	-4	-2	-5
O=C(O)C1CCCCC1C(=O)Nc1ccc2c(c1)CCC2 (stereo unspecified)	-7	108	1	-1	1	1.1	-15	-4	-9
CNC(=O)c1sccc1S(=O)(=O)Cc1c(Cl)cccc1Cl	-2	90	-1	-3	0.8	1.1	1	2[fluorescence artefact?]	5[fluorescence artefact?]
Cc1c(-c2nnc(-c3ccc(C(F)(F)F)cc3)o2)cnn1-c1ccccc1	2	nt	1	-15	0.6	nt	7	nt	nt
Cc1ccc(C(=O)C(C)OC(=O)C2=COCCO2)cc1C (stereo unspecified)	-3	99	-5	6	1	1.1	3	-2	4
Cc1nn(-c2ccccc2)c2c1C(O)n1c(nc3ccccc31)S2 (stereo unspecified)	-2	nt	nt	3	1.1	1.1	18	nt	nt
N/C(=N\OC(=O)Cc1ccc(Cl)cc1)c1ccccn1	1	110[fluorescence artefact?]	1	-1	0.9	1.4	-6	11	-1
CCOP(=O)(c1c(F)c(F)c(F)c(F)c1F)C(O)c1ccccc1 (stereo unspecified)	-1	107	2	2	1	1.2	-12	24	20
NC(=O)c1oc2ccccc2c1NC(=O)c1ccccc1	-4	107	6	-5	0.7	nt	-12	-9	-3
Cc1sc(NC(=O)c2cc(-c3ccc(Cl)cc3)nc3ccccc23)c(C(N)=O)c1C	10	nt	9	1	1	nt	-7	nt	nt
CC(=O)Nc1ccc(S(=O)(=O)Nc2nc(C)cc(-n3nc(C)cc3C)n2)cc1	-1	118	-1	-4	1.5	1.1	5	-1	-5
CC1CN(C(=O)C2CCCCC2)C(C)CN1C(=O)C1CCCCC1 (stereo unspecified)	4	107	-2	-4	1.5	1.2	0	-26	-16
CC(C)On1c(SC(C)C)nc2ccccc2c1=O	nt	95	-6	12	1	1.1	nt	-3	-2
COc1ccc(-c2nc(Cn3c(SCc4cccc(F)c4)nc4ccncc43)c(C)o2)cc1OC	47	237*	nt	-32	1.5	1.1	14	36[fluorescence artefact?]	9[fluorescence artefact?]
N#C/C=C1/NC(=O)c2ccccc2S1	-1	109	nt	4	1.1	1.2	-2	1	-5
O=c1ccc(Oc2nc(N3CCCCC3)nc(N3CCCCC3)n2)n[nH]1	0	93	-5	7	1	1	-9	-6	-3
COc1ccc(C(c2nnnn2Cc2ccccc2)N2CCN(c3nc4ccccc4s3)CC2)cc1 (stereo unspecified)	-1	98	nt	-17	1.6	1.1	4	-11	-9
CCCCn1c(SCC(=O)N2CCN(c3ccccc3)CC2)nc2ccsc2c1=O	-3	103	0	-24	1.1	1.2	2	-1	1
CCCCN1C=C(C(=O)OC)C(c2ccccc2C(F)(F)F)C(C(=O)OC)=C1	-2	116	3	-7	0.9	1.1	12	15	0
C=CCNC(=O)c1cnc2n(c1=O)CCS2	nt	113	nt	3	nt	1.2	nt	-14	-5

Source: PubChem
